Source: PubChem
USP2a block: blocks human ubiquitin-specific protease USP2a; O75604; USP2 core, Ub-CHOP2 coupled fluorogenic reporter, 485/531; Potency, µM (top dose mostly 38.3 µM), inactives show at the highest dose activity change, negative = inhibition, actives largely listed as inhibitors; hit rate 0.01% among 330,000;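 also: potency is read from the fitted curve at half-maximal effect; plate controls were DMSO wells for no effect and full inhibition by NEM control for full effect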
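Deubiquitinase activity read as fluorescence (485/531 nm) after Ub-CHOP2 cleavage activates the enterokinase reporter on its substrate; USP2 core 10nM, Ub-CHOP2 and substrate 25nM each, 30min compound preincubation then 60min RT; data normalized to NEM, curves fitted.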
PTAP TSG101 blk: blocks PTAP/TSG101 interaction to inhibit HIV-1 budding; Q99816; Fluorescence polarization, FITC-PTAP peptide / Tsg101 binding; Potency, µM (highest dose often 115 µM), for the others: top-dose activity change, negative = inhibition, hits mostly inhibitors; 340,000 tested, under 10 active; active = well fitted inhibition curve with a large enough effect in the main read-out, with a control signal flat, not every such curve was filed as active; inconclusive = small, poorly fitted or top-dose-only effect, or effect the other way, or a change in a side signal; inactive = no such curve, though single readings can be large or run the other way; also: potency is read from the fitted curve at half-maximal effect; % of control where 0% means no effect
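Compounds were pin-transferred onto Tsg101 binding domain (10 uM final) in HEPES pH 7.5 buffer, then FITC-PTAP peptide was added at 50 nM final. After 20 min at RT, polarization reported peptide displacement across a qHTS concentration series.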
ELG1 genotox: inducers of genotoxicity in HEK293T ELG1-luciferase cells; HEK293T ELG1-luciferase reporter, luminescence, 16 h; AID 504466; hit rate 1.3% among 330,000; Potency, µM (series often up to 46 µM), for the others: at the highest dose activity change, positive = activation, actives largely listed as activators; also: potency is read from the fitted curve at half-maximal effect; % of control where 0% means no effect; nearly all actives have a fitted effect of over 60% in size
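Genotoxicity was scored as increased ELG1-luciferase reporter signal, measured by ONE-Glo luminescence (30 min, room temperature). Compound or vehicle exposure of the HEK293T reporter cells lasted 16 hr at 37°C.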
Integrin act MD: activators of alpha7 integrin expression for muscular dystrophy. alpha7betagal myoblasts, beta-gal FDG fluorescence, 48 h. Potency, µM (top dose mostly 38.3 µM), without a hit: top-dose activation, hits mostly activators. hit rate 0.064% among 350,000. AID 624291;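 also: potency is read from the fitted curve at half-maximal effect; 100% = response of the positive control SU9516; nearly all actives have a fitted effect of over 60% in size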
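alpha7betagal+/- myoblasts (passage 13, 250/well) treated 48 h at 37C with compounds at 1:260 dilution of DMSO stock. Lysed, then beta-galactosidase activity read as FDG fluorescence (ex 480/em 540) after 30 min, with pre-read for autofluorescence.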
BRCA1 expr up: BRCA1 expression activation. MCF7-BRCA1-FFLuc reporter, luminescence, 48 h; response scale: scaled: vehicle 0%, 10 µM genistein 100%. Potency, µM (top dose mostly 46.1 µM), for the others: at the top dose activation, most hits filed as activators. hit rate 1.1% among 380,000. AID 624202; also: potency is read from the fitted curve at half-maximal effect; nearly all actives have a fitted effect of over 80% in size; some results filed as inactive show a strong effect at the top dose
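MCF7 cells carrying a BRCA1-firefly luciferase reporter (2000 cells/well, phenol-red free MEM) were attached for 2 h at 37 °C, then given compounds for 48 h. Luminescence was read 15 min after luciferase reagent; activity normalized to genistein (10 microM) and DMSO.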
ASM inhibitor: blocks human secretory acid sphingomyelinase; P17405; Potency, µM (series often up to 57.5 µM), inactives show at the top dose activity change, negative = inhibition, hits mostly inhibitors; hit rate 0.006% among 340,000; placental ASM, HMU-PC fluorogenic substrate, 60 min; also: potency is read from the fitted curve at half-maximal effect
Target sequence (P17405 47-631 limits assumed): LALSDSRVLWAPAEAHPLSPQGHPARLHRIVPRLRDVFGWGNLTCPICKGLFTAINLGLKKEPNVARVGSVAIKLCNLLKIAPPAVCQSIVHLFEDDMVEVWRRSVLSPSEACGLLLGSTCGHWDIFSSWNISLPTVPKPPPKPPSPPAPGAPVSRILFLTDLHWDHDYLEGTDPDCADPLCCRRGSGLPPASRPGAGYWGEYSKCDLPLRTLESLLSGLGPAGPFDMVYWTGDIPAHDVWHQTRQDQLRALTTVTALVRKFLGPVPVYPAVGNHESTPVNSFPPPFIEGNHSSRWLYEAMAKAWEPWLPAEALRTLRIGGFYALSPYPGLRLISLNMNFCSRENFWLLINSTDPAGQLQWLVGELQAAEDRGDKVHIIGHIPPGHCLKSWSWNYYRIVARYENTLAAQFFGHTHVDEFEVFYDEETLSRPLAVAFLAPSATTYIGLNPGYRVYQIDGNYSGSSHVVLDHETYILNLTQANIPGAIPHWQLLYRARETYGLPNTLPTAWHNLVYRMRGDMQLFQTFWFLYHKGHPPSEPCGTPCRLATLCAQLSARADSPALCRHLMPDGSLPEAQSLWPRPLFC
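qHTS format. ASM enzyme prepared from human placenta hydrolyses the fluorogenic substrate HMU-PC0 (9 uM final) over 60 min at 37 °C after a 10 min compound preincubation.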
Eya2 phos inh: blocks the phosphatase activity of human Eya2 | recombinant Eya2, OMFP fluorescence dephosphorylation (OMFP is methylfluorescein phosphate) | Potency, µM (doses to about 76.9 µM), without a hit: at the top dose activity, negative = inhibition, hits mostly inhibitors | hit rate 0.006% among 330,000 | AID 488837; also: potency is read from the fitted curve at half-maximal effect; % is scaled to controls: 0 for no effect and ±100 for the full control effect
Target sequence (O00167 whole entry, looked up): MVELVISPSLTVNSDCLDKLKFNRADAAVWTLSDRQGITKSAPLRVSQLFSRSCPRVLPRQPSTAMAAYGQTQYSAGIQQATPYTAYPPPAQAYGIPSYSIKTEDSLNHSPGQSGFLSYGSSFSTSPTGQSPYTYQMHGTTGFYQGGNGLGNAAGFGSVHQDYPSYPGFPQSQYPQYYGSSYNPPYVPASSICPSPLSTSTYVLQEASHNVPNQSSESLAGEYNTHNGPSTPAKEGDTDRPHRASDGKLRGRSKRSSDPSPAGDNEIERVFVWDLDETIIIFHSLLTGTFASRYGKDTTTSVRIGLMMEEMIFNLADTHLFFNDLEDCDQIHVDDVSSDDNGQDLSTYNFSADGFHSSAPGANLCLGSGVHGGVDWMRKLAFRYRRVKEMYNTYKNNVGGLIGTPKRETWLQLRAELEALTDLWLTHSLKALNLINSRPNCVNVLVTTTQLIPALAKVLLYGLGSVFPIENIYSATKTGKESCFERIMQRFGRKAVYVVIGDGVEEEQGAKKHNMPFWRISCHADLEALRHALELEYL
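Eya2 protein (added as 0.2 uM solution) was preincubated with compound for 10 min at ambient temperature in 50 mM HEPES pH 7.5, 50 mM NaCl, 5 uM MgCl2, 0.05% BSA, 1 mM DTT. OMFP (added at 50 uM) then reacted 10 min; fluorescence read at 485/525 nm.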
uPA generation: blocks generation of uPA at the cell surface | hit rate 0.31% among 330,000 | Potency, µM (series often up to 38.3 µM), inactives show at the highest dose activity change, negative = inhibition, most hits filed as inhibitors | cell surface uPA generation assay, qHTS; active = well fitted inhibition curve with a large enough effect; inconclusive = small, poorly fitted or top-dose-only effect; inactive = no such curve, though single readings can be large or run the other way; tested in mouse RAW 264.7 cells; also: potency is read from the fitted curve at half-maximal effect; % is scaled to controls: 0 for no effect and ±100 for the full control effect; nearly all actives have a fitted effect of over 55% in size
B2AR arrestin: beta2AR (human) beta-arrestin recruitment activity; P07550; AID 492947; beta-arrestin recruitment to beta2AR, cell-based reporter; Potency, µM (series often up to 46.1 µM), for inactives: at the top dose activation, usual class: activators; hit rate 0.02% among 330,000;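 also: potency is read from the fitted curve at half-maximal effect; 0% = DMSO controls and full agonism = EC100 isoproterenol or metaproterenol; nearly all actives have a fitted effect of over 65% in size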
p53 reactivation: re-activators of mutant p53; H1299 p53-A138V BP100-luciferase reporter, luminescence, 24 h; hit rate 0.063% among 320,000; Potency, µM (titrated, usually from 92.2 µM), for the others: top-dose activity change, positive = activation, hits mostly activators; also: potency is read from the fitted curve at half-maximal effect; % of control where 0% means no effect; nearly all actives have a fitted effect of over 45% in size
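p53-null H1299 cells stably carrying temperature-sensitive p53-A138V and a BP100-luciferase reporter were pinned with compounds (4-point, 1:5 series) and held 24 hrs at 37 deg C. Luminescence was read 10 min after detection reagent.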
TRPV1 ag: agonists of human vanilloid receptor 1 (TRPV1). Q8NER1. hit rate 0.19% among 320,000. TRPV1-expressing cells, Fluo-8 calcium influx, agonist mode. activation, % at 8.33 µM. AID 540275; in the data active = activation above about 80%; inconclusive = between about 30% and that limit; also: 0% is about no effect
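Cells expressing TRPV1 were dye-loaded with Fluo-8 and read kinetically: 10 s baseline, 3 min after compound (agonist portion), then 2 min after EC20 capsaicin (allosteric enhancer portion). Calcium-bound dye fluorescence at 480/520 nm.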
* marks the source's active call; other numbers are inactive results; ? = inconclusive; . = no result given; [ ] = dose if it differs, or a comment. Unless noted, calls follow the shape of the dose curve; as a rule, active = well fitted curve in the direction sought with a large enough effect; inconclusive = small, poorly fitted or top-dose-only effect, or another doubt; inactive = no such curve, though single readings can be large; an effect the other way counts as inactive or inconclusive. This is a random part of the collection; overall some 2.6% were active at least once.

SMILES	USP2a block	PTAP TSG101 blk	ELG1 genotox	Integrin act MD	BRCA1 expr up	ASM inhibitor	Eya2 phos inh	uPA generation	B2AR arrestin	p53 reactivation	TRPV1 ag
Cc1ccc(NC(=O)CCn2nc(C)cc2C)c(C)c1	1%	-5%	2%	-25%	0%	2%	-27%	3%	-0.2%	0%	-1
CCOC(=O)c1c(NC(=O)C2C3CCC(O3)C2C(=O)O)sc(C)c1-c1ccc(C)cc1 (stereo not drawn)	0%	-2%	0%	2%	-25%	-25%	6%	3%	-0.1%	-3%	0
Cc1ccc(C2=NNC(C(O)C(O)C(O)C(O)CO)S2)cc1 (stereo not drawn)	3%	0%	?	0%	0%	-2%	9%	-1%	-0.1%	21%	-1
CCC1COCCS(=O)(=O)N1Cc1ccc(C)cc1 (stereo not drawn)	0%	0%	-2%	8%	0%	4%	10%	6%	-1.0%	8%	3
COCCCNC(=O)c1ccc(S(=O)(=O)c2ccc(C)cc2)c(NC(C)=O)c1	4%	0%	-3%	7%	-13%	5%	-8%	10%	0.2%	2%	0
O=C(CN1C2=NCCN2c2ccccc21)c1ccco1	1%	1%	-1%	21%	15%	2%	10%[15.4 µM]	-1%	-0.2%	3%	2
CN(CC(=O)Nc1ccc(Cl)c(C(F)(F)F)c1)C(=O)C1CCN(C(=O)c2ccc(Cl)cc2)CC1	.	-2%	.	8%	-62%	-15%	.	?	.	.	.
Oc1ccc(/C=N/Nc2nn3cnnc3c3ccccc23)cc1	-1%	-3%	1%	25%	3%	-3%	-9%	?	-0.7%	11%	-3
O=C(O)c1cc(-c2ccccc2Cl)n[nH]1	-4%	-1%	0%	-6%	0%	0%	-21%	-1%	-0.1%	-2%	0
O=C(Nc1cc(Cl)ccc1N1CCOCC1)c1ccc(N2CCCCC2)c([N+](=O)[O-])c1	.	-9%	.	0%	10%	3%	.	-4%	.	.	.
N/C(=N\OC(=O)COc1ccc(Cl)cc1Br)c1cccnc1	0%	-1%	-11%	1%	102%	-6%	5%	-4%	-0.8%	23%	-4
CCN1CCN(C(=O)C(C)Nc2cc(Cl)c(OC)cc2OC)CC1 (stereo not drawn)	5%	-1%	3%	13%	-13%	-1%	17%	0%	0.6%	2%	1
CCc1ccc(NC(=O)C2C3/C=C\CCCCC32)cc1 (stereo not drawn)	0%	-3%	?	?	71%	10%	-3%	-3%	-0.8%	?	?
O=C(NC1CCCC1)C(=O)N(Cc1cccnc1)C(C(=O)NCC1CCCO1)c1ccco1 (stereo not drawn)	-2%	-3%	-1%	-1%	7%	6%	-3%	?	-0.2%	7%	2
CCOC(=O)C1CCN(C(=O)CSc2ccccc2Cl)CC1	-2%	-1%	0%	-7%	-19%	-2%	-8%	3%	-0.4%	0%	11
CCCC(=O)NC(Nc1ccc(S(=O)(=O)Nc2cc(C)on2)cc1)(C(F)(F)F)C(F)(F)F	.	0%	.	-11%	-10%	-1%	.	10%	.	.	.
CCOC(=O)N1CCN(C(=O)CSCC(=O)Nc2nc(-c3ccccc3)cs2)CC1	1%	-13%	4%	-9%	30%	-2%	-25%	.	0.0%	19%	-2
Cc1c(C(=O)NCc2ccc3c(c2)OCO3)oc2ccc(Br)cc12	1%	3%	8%	20%	5%	-14%	4%	.	-0.3%	11%	-2
Cc1cc(C)n(-c2nc3c(c(=O)[nH]c(=O)n3C)n2CC(O)COc2ccccc2C)n1 (stereo not drawn)	0%	1%	-2%	4%	-2%	1%	9%	1%	-0.1%	-2%	2
Cc1nn(Cc2ccc(F)cc2)c(C)c1NC(=O)c1cnn2c1NC(c1ccccc1)CC2C(F)(F)F (stereo not drawn)	-9%	-6%	-13%	5%	1%	0%	-3%	.	0.0%	-2%	-5
CCCCOC(=O)Nc1ccc(S(=O)(=O)Nc2cc(C)nc(C)n2)cc1	2%	-7%	-2%	4%	0%	-2%	5%	8%	-0.5%	-5%	-3
Cc1c(C(c2cccc(O)c2)c2c(C)n(C)n(-c3ccccc3)c2=O)c(=O)n(-c2ccccc2)n1C	2%	-2%	0%	-11%	-22%	5%	0%	-2%	-1.7%	-4%	0
O=C(CSc1nccc(-c2cccs2)n1)Nc1ccccc1	9%	-3%	-1%	13%	0%	-3%	9%	-4%	3.9%	-3%	14
Cc1ccc(C(=O)O)cc1-n1c(=O)n(Cc2ccccc2)c(=O)c2[nH]cnc21	-2%	-1%	-1%	4%	-6%	2%	0%	1%	-0.1%	-3%	-5
COc1cc(Br)cc(C2C3=C(CCCC3=O)N(c3ccc(F)cc3)C3=C2C(=O)CCC3)c1O	4%	0%	-3%	0%	-39%	101%[activator]	-2%	1%	1.4%	-5%	4

Next section (2 carried over from the part before).
SMILES	USP2a block	PTAP TSG101 blk	ELG1 genotox	Integrin act MD	BRCA1 expr up	ASM inhibitor	Eya2 phos inh	uPA generation	B2AR arrestin	p53 reactivation	TRPV1 ag
Cc1ccc(C(=O)O)cc1-n1c(=O)n(Cc2ccccc2)c(=O)c2[nH]cnc21	-2%	-1%	-1%	4%	-6%	2%	0%	1%	-0.1%	-3%	-5
COc1cc(Br)cc(C2C3=C(CCCC3=O)N(c3ccc(F)cc3)C3=C2C(=O)CCC3)c1O	4%	0%	-3%	0%	-39%	101%[activator]	-2%	1%	1.4%	-5%	4
NC(=O)c1ccsc1NC(=O)c1ccco1	4%	2%	?	7%	70%	-1%	9%	-29%	0.2%	14%	-2
O=C(NCc1cccc(F)c1)C1CCN(C(=O)c2sccc2-n2cccc2)CC1	-1%	1%	-6%	-20%	2%	5%	12%	15%	-0.1%	-2%	3
COc1cc(SC#N)ccc1N=Cc1c(C)[nH]n(-c2ccc(Cl)cc2)c1=O	0%	1%	15%	-9%	-64%	2%	12%	0%	0.1%	8%	2
Cc1cccc(N=C2NC(=O)/C(=C/C=C/c3ccco3)S2)c1	?	-1%	2%	-28%	-51%	-24%	0%	-13%	-0.7%	0%	-1
Cc1noc(C)c1S(=O)(=O)N1CCN(Cc2ccc3c(c2)OCO3)CC1	0%	-3%	3%	-4%	-7%	4%	0%	0%	-0.2%	0%	-1
C=C(C)COc1ccc(-c2n[nH]c(C)c2-c2ccc(OC)cc2)c(O)c1	-11%	-6%	-3%	-53%[inhibitor]	-89%	?	?	0%	-0.4%	-10%	14
O=C(c1cccc(S(=O)(=O)N2CCCC2)c1)N1CCN(c2ncccn2)CC1	2%	-3%	1%	37%	-5%	2%	-3%	-2%	-0.4%	-9%	3
COc1ccc(S(=O)(=O)Nc2ccc3c(c2)n(C)c(=O)n3C)cc1	-1%	-7%	?	-20%	-29%	2%	0%	1%	0.0%	-5%	-1
COc1ccc(N2CCN(S(=O)(=O)CCNC(=O)C3CC(=O)N(c4ccccc4)C3)CC2)cc1 (stereo not drawn)	-1%	-5%	-2%[9.26 µM]	12%	-20%	-1%	4%	1%	0.1%	2%	2
Cc1ccccc1NC(=O)Cn1nnc2ccccc21	7%	-6%	1%	-21%	72%	6%	-8%	1%	0.1%	4%	1
CC(C)OCCCNC(=O)C1CCC(CNS(=O)(=O)c2cccc3nsnc23)CC1 (stereo not drawn)	0%	0%	0%	-26%	0%	1%	-2%	5%	-1.2%	7%	2
CC(=O)Nc1c(O)nc(SCC(=O)N2CCN(c3ccc(F)cc3)CC2)[nH]c1=O	.	-1%	.	11%	-4%	4%	.	-9%	.	.	3
CCOC(=O)c1c(NC(=O)CC2Sc3ccc(C(F)(F)F)cc3NC2=O)sc(C)c1C (stereo not drawn)	3%	-1%	0%	-5%	2%	3%	-8%	-8%	0.2%	1%	-1
COc1ccc(C2C(C#N)=C(N)OC3=C2C(=O)CC(C)(C)C3)c(OC)c1OC (stereo not drawn)	-2%	-3%	10%	1%	-11%	1%	14%	-5%	0.4%	-1%	0
COc1cc(/C=N/n2cnn(Cc3ccccc3Cl)c2=S)cc(OC)c1OC	2%	0%	-8%	3%	-14%	-7%	-22%	6%	-0.5%	-3%	-2
COc1cc(COCC(O)CN2CCc3ccccc3C2)cc(OC)c1OC (stereo not drawn)	-1%	-4%	-1%	-31%	-18%	5%	3%	11%	0.7%	-3%	1
O=[N+]([O-])c1ccc(Nc2nc(N/N=C\c3ccc4c(c3)OCO4)nc(N3CCCCC3)n2)cc1	1%	-3%	-7%	19%	-53%	-5%	-12%	0%	0.3%	-1%	0
CCCS(=O)(=O)N1CCC(C(=O)N2CCN(Cc3ccccc3)CC2)CC1	1%	5%	-5%	-8%	-6%	3%	17%	1%	-0.3%	-13%	12
Cc1cc(C(=O)N/N=C/C=C/c2ccc3c(c2)OCO3)n[nH]1	0%	-4%	5%	-4%	25%	40%[activator]	?	-1%	-1.2%	15%	-2
